# Screening results (PubChem)
# PI4K2A inh – blocks human PI4K2A kinase activity | Q9BTU6 | purified PI4K2A, ADP-Glo luminescence, 1 h; stronger effect = lower value | activity change, negative = inhibition, % at 76.9 µM | 420,000 tested, 0.13% active; in the data active = activity change below about -50%; inconclusive = mostly about -30% to -49%;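 also: -100% = wells without enzyme as full effect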
# Target sequence (Q9BTU6 whole entry, looked up): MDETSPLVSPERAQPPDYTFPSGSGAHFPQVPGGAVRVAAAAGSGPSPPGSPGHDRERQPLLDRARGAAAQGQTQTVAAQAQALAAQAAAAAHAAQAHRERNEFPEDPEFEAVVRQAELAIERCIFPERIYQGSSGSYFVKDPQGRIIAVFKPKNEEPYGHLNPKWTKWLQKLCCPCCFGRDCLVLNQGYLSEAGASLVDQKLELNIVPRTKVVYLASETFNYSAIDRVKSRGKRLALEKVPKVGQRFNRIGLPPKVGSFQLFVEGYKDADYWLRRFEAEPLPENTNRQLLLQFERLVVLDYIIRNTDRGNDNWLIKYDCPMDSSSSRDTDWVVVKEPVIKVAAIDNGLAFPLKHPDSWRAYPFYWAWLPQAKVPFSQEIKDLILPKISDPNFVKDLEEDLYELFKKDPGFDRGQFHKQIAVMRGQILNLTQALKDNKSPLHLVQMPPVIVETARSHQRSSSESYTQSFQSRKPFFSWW
#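 PI4K2A activity was measured by ADP-Glo luminescence: enzyme (4 ug/mL stock) and phosphatidylinositol (1.2 mM stock) in Tris pH 7.5/MgCl2/EGTA/Triton X-100 buffer were reacted with ATP (300 microM stock) for one hour at ambient temperature.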
# mIDH1 inhibitor – blocks human mutant IDH1 R132H enzyme; O75874; IDH1-R132H enzyme, NADPH consumption, diaphorase/resazurin fluorescence; Potency, µM (series often up to 76.6 µM), for the others: at the top dose activity change, negative = inhibition, most hits filed as inhibitors; 390,000 tested, 0.093% active; AID 602179; also: potency is read from the fitted curve at half-maximal effect; % is scaled to controls: 0 for no effect and ±100 for the full control effect; nearly all actives have a fitted effect of over 65% in size
#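 IDH1-R132H (0.5 ug/mL dispensed) in pH 7.5 Tris buffer was preincubated 30 min with compound, then given a substrate mix of 0.016 mM NADPH and 2 mM alpha-KG for 80 min at room temperature; remaining NADPH was read by diaphorase/resazurin fluorescence.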
# TRHR ag – TRH receptor (human) agonism | P34981 | TRHR cells, calcium flux fluo-8, FDSS agonist mode | activation, % at 2 µM | 360,000 tested, 0.18% active | AID 493084; in the data active = activation above about 30%; also: 0% is about no effect
#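 TRHR-expressing cells loaded with fluo-8 calcium dye; 23 nL library compound pin-transferred, kinetic FDSS fluorescence (Ex 480/Em 530) recorded about 180 s for agonist-induced calcium release, before a 10 nM TRH EC20 addition for potentiator mode.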
# D2 ag – D2 dopamine receptor (human) agonism; P14416; HEK293 T-REx D2 cells, calcium flux agonist mode; activation, % at 2 µM; 340,000 tested, 0.53% active;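 active = activation over 3 SD above normal in the single-dose calcium agonist read, cut at about 30% in these data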; also: 0% is about no effect
#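 In this primary screen, compounds producing a positive calcium signal within 180 s of addition to tetracycline-induced, force-coupled HEK293 Trex D2 cells are flagged; cells are dye-loaded with a no-wash calcium kit beforehand.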
# TrxR1 inh – inhibitors of rat thioredoxin reductase 1 | O89049 | recombinant rTrxR1, NADPH fluorescence consumption, selenite substrate | Potency, µM (titrated, usually from 114 µM), without a hit: at the top dose activity change, negative = inhibition, actives largely listed as inhibitors | 390,000 tested, 1% active | AID 588453; also: potency is read from the fitted curve at half-maximal effect; % is scaled to controls: 0 for no effect and ±100 for the full control effect; nearly all actives have a fitted effect of over 65% in size
# Target sequence (O89049 whole entry, looked up): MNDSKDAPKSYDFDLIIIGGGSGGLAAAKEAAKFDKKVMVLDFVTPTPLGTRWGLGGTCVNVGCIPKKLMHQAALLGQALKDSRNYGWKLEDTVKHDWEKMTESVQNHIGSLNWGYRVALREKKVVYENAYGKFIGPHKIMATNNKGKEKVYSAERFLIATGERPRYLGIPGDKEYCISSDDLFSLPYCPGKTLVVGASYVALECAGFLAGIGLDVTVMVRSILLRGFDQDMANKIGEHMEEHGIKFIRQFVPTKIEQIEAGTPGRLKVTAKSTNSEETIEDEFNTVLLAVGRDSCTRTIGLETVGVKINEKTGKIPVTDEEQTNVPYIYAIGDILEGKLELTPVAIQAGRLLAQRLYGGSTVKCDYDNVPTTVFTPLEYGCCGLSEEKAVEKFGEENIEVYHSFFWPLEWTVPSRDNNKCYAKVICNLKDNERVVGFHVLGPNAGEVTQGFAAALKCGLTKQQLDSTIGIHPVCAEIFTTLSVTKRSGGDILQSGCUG
#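 Rat TrxR1 (90 nM in the dispensed reagent) was pre-reduced with 400 uM NADPH for 5 min at room temperature, then incubated with compound for 15 min. After 400 uM selenite was added, NADPH fluorescence (Ex 340/Em 450 nm) was followed for 8 min.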
# D2 antagonist – antagonists of human D2 dopamine receptor. inhibition, % at 10 µM. HEK293 TREx D2 cells, calcium flux, dopamine EC80. 340,000 tested, 2% active. AID 485344; in the data active = inhibition above about 30%; also: 0% is about no effect
#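 Tetracycline-induced HEK293 TREx cells expressing D2 receptor forced-coupled to calcium signalling, loaded with no-wash calcium dye. Compounds added and calcium flux read 180 s, then dopamine added at EC80 and read a further 180 s.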
# TRHR enhancer – allosterically enhances the human TRH receptor; enhancement, % at 2 µM; 360,000 tested, 0.66% active; TRHR cells, fluo-8 calcium fluorescence, EC20 TRH enhancement; P34981; in the data active = enhancement above about 30%; also: 0% is about no effect
#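 TRHR-expressing cells loaded with fluo-8 calcium dye were read kinetically (ex 480/em 530) during compound addition, then stimulated with an EC20 of TRH (10 nM final). Enhancement of the Gq-mediated intracellular calcium response was scored.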
# USP1-UAF1 inh – USP1/UAF1 (human) deubiquitinase inhibition | recombinant USP1/UAF1, Ub-Rhodamine cleavage fluorescence | AID 743255 | Potency, µM (series often up to 57.1 µM), without a hit: top-dose activity change, negative = inhibition, actives largely listed as inhibitors | O94782 | 390,000 tested, 0.23% active; also: potency is read from the fitted curve at half-maximal effect; % is scaled to controls: 0 for no effect and ±100 for the full control effect; nearly all actives have a fitted effect of over 60% in size; inactives centre near -12
#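 1 nM enzyme complex + cpd, 15 min RT; start with Ub-Rho 150nM final; kinetic fluorescence ex 480/em 540, 6 reads q60 s. Buffer 50mM HEPES pH 7.8, 0.5mM EDTA, 0.1 mg/ml BSA, 1mM TCEP, 0.01% Tween-20.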
# TrxR1 substrate – substrates of rat thioredoxin reductase 1; 390,000 tested, 0.01% active; purified TrxR1 substrate turnover, NADPH consumption readout; AID 588456; Potency, µM (titrated, usually from 114 µM), for the others: at the top dose activity change, negative = substrate turnover; also: potency is read from the fitted curve at half-maximal effect; % is scaled to controls: 0 for no effect and ±100 for the full control effect; nearly all actives have a fitted effect of over 50% in size
#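 Rat TrxR1, dispensed at 90 nM, was prereduced with 400 uM NADPH (final) for 5 min at ~22 deg C, then incubated with compound 15 min before 400 uM selenite. A first-read NADPH fluorescence drop versus no-compound background flagged substrates.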
# Numbers without * were called inactive; ? = inconclusive; / = not tested or not shown; [ ] = dose if it differs, or a comment. Unless noted, calls follow the shape of the dose curve; as a rule, active = well fitted inhibition curve with a large enough effect; inconclusive = small, poorly fitted or top-dose-only effect; inactive = no such curve, though single readings can be large or run the other way.
SMILES,PI4K2A inh,mIDH1 inhibitor,TRHR ag,D2 ag,TrxR1 inh,D2 antagonist,TRHR enhancer,USP1-UAF1 inh,TrxR1 substrate
COc1ccc(/C=C2\CCc3ccccc3C2=O)c(OC)c1OC,2,1%,-0.2,-0.9,14%,11,1,-10%,-7%
CCCCc1cc(=O)oc2c(C)c(OCC(=O)NCc3ccccn3)ccc12,-2,-6%,-0.5,0.2,-1%,4,-2,-22%,-7%
CCN(CC)S(=O)(=O)c1ccc(C)c(NC(=O)Cn2c(=O)cnc3ccccc32)c1,6,-1%,-0.6,-1.8,-1%,-11,1,-23%,0%
Fc1ccc(-n2c(=S)[nH]c3cccnc32)cc1,-1,3%,-0.1,-0.3,-19%[57.1 µM],-17,6,-1%,-14%
CCc1ccc(CN(C(=O)c2oc3ccccc3c2C)C2CCS(=O)(=O)C2)cc1 (configuration not stated),-3,4%,-0.3,1.1,42%,-9,-3,-32%,9%[57.1 µM]
Cc1ccc(S(=O)(=O)NC(=O)c2ccccc2)cc1C(C)C,-4,-15%,-0.6,0.6,21%,-7,-11,-1%,-1%
COc1ccc(C(C(=O)NC2CCCCC2)N(Cc2ccco2)C(=O)c2snc(C(N)=O)c2N)cc1 (configuration not stated),-6,4%,-0.4,-0.7,-10%[57.1 µM],-12,1,-16%,-6%[57.1 µM]
COC(=O)c1cc(C(=O)c2ccc(Cl)cc2)n2c(=O)/c(=C\N(C)C)sc12,-1,-16%,0.4,1.3,-1%,-2,-8,1%,-6%
N#Cc1ccc(CSc2nnc(Cc3cccs3)n2Cc2ccco2)cc1,-8,11%,-0.4,0.8,40µM*,7,-4,-11%,-5%
Cc1ccc(-n2nnnc2-c2cccc(C)c2)cc1,-1,5%,0.8,-2.5,-2%[57.1 µM],16,-7,-15%,2%[57.1 µM]
COc1ccc2sc3ccccc3c(=O)c2c1,0,-1%,0.9,2.1,0%,15,-7,-5%,7%
Cc1[nH]c2ccc(C(=O)N3CCN(c4ccccc4F)CC3)cc2c1C,-10,-4%,0.3,2.7,9%[57.1 µM],/,-1,-9%,0%[57.1 µM]
O=C(NCc1ccc2c(c1)OCO2)C1CCN(c2nccc(C(F)(F)F)n2)CC1,-6,9%,-0.6,-0.8,17%,2,-10,-4%,4%
C=CCn1c(=O)c2ccccc2n2c(SCc3nc4ccccc4s3)nnc12,7,4%,0.5,1.8,-12%,8,1,-19%,10%[2.29 µM]
Cc1cccc(N2C(=O)CC(n3ccnc3)C2=O)c1C (configuration not stated),-1,-10%,0.5,1.0,15%,7,25,0%,-2%
Cc1ccc(S(=O)(=O)N(C)C)cc1NC(=O)c1cc(=O)c2ccccc2o1,2,2%,-0.3,-1.2,6%[57.1 µM],6,-2,-8%,5%[57.1 µM]
O=C(NCC(c1ccco1)N1CCN(c2ccccc2)CC1)OCc1ccccc1 (configuration not stated),4,-1%,-0.5,-2.2,4%[57.1 µM],14,2,-11%,7%[57.1 µM]
CC(C)(C)c1cc(Cl)ccc1OCCn1ccnc1,1,-29%,0.5,0.0,-11%,10,-1,0%,-14%
CCN(Cc1ccncc1)C(=O)c1ccc(Br)o1,2,9%,0.0,0.8,-5%,-12,25,-12%,-4%
CCCc1nnc(NC(=O)CCC(=O)NCc2ccc(OC)cc2)s1,1,5%,0.1,-0.8,9%,-14,-4,-23%,4%
COc1cc(OC)c(N(C)S(=O)(=O)c2cccc(C(=O)OCC(=O)N(C)C3CCCCC3)c2)cc1Cl,-1,-2%,/,/,20%,/,/,-22%,5%
COc1ccc(N(C(=O)CNS(=O)(=O)c2ccccc2)C(C(=O)NCc2ccco2)C(C)C)cc1 (configuration not stated),2,-23%,-0.5,0.3,20%,-17,1,-14%,-1%
Cc1ccc(C)c(CSc2cn(CCNC(=O)c3ccccc3F)c3ccccc23)c1,-4,1%,1.4,0.6,36%[activator],/,15,-20%,12%
CCOC(=O)CSc1nnc(CNC(=O)Cc2ccccc2)n1C,1,2%,0.3,-0.5,6%[57.1 µM],6,1,1%,10%[57.1 µM]
CCN(CC)C(=O)COc1cc(C)cc2oc(=O)cc(-c3ccccc3)c12,-2,3%,-0.4,0.4,-2%,-13,0,-3%,-4%

# Record cards, from the list above. Order of values: PI4K2A inh	mIDH1 inhibitor	TRHR ag	D2 ag	TrxR1 inh	D2 antagonist	TRHR enhancer	USP1-UAF1 inh	TrxR1 substrate
# Cc1[nH]c2ccc(C(=O)N3CCN(c4ccccc4F)CC3)cc2c1C across the screens: -10	-4%	0.3	2.7	9%[57.1 µM]	/	-1	-9%	0%[57.1 µM]
# COC(=O)c1cc(C(=O)c2ccc(Cl)cc2)n2c(=O)/c(=C\N(C)C)sc12 across the screens: -1	-16%	0.4	1.3	-1%	-2	-8	1%	-6%
# Cc1ccc(S(=O)(=O)N(C)C)cc1NC(=O)c1cc(=O)c2ccccc2o1 across the screens: 2	2%	-0.3	-1.2	6%[57.1 µM]	6	-2	-8%	5%[57.1 µM]
# COc1cc(OC)c(N(C)S(=O)(=O)c2cccc(C(=O)OCC(=O)N(C)C3CCCCC3)c2)cc1Cl across the screens: -1	-2%	/	/	20%	/	/	-22%	5%

# (listing goes on)
SMILES,PI4K2A inh,mIDH1 inhibitor,TRHR ag,D2 ag,TrxR1 inh,D2 antagonist,TRHR enhancer,USP1-UAF1 inh,TrxR1 substrate
COc1ccc(C(=O)OCC(=O)NCC2CCCCC2)cc1S(=O)(=O)N1CCCc2ccccc21,3,0%,0.9,-0.1,8%,-20,0,-14%,-4%
CN(C)c1oc(-c2ccc(Cl)cc2)nc1S(=O)(=O)c1ccccc1,-1,1%,-0.5,-1.5,35µM*,-7,2,-12%,1%
O=C(N/N=C/c1cccc2cccnc12)c1ccccc1O,-1,10%,1.6,1.5,-10%,7,-2,-21%,-9%
COc1ccc(-c2cc([N+](=O)[O-])ccc2OCC(=O)N(C)CC(=O)Nc2ccc(C)cc2)cc1,0,-5%,-0.4,-1.3,26%,-5,14,-7%,-5%[57.1 µM]
CSc1ccc(C2NC(=O)c3c(sc4c3CCN(C)C4)N2)cc1 (configuration not stated),-11,0%,-1.0,-1.2,-19%[57.1 µM],-20,0,?,7%[57.1 µM]
COc1cc(/C=C/C(=O)OCC(=O)NCc2ccc3c(c2)OCO3)cc(OC)c1OC,-4,3%,/,/,7%,/,/,-6%,22%
Cc1ccccc1C(=O)N1CCN(c2ccc([N+](=O)[O-])c(N3CCOCC3)c2)CC1,1,4%,-2.2,0.1,0%,-8,-8,-21%,-6%
O=C(CCc1ccc(Oc2cc([N+](=O)[O-])cc([N+](=O)[O-])c2)cc1)N1CCCCC1,8,2%,0.1,-0.6,0%[57.1 µM],-21,5,-8%,-1%[57.1 µM]
Cc1[nH]n2c(=O)cc(C(C)C)nc2c1-c1ccccc1,-4,-2%,-0.2,-0.1,3%,13,-2,-22%,6%
CCc1ccccc1NC(=O)c1onc(C)c1Cl,-2,0%,0.1,-0.4,2%,-8,-2,-10%,1%
O=C(Nc1cccc(C(=O)N2CCCCCC2)c1)c1ccco1,3,0%,0.2,-0.6,8%[57.1 µM],-5,4,1%,12%[57.1 µM]
COc1cccc(Cn2cnc3c([N+](=O)[O-])c(C)c(C)cc32)c1,3,1%,0.0,0.9,21%[57.1 µM],-1,2,-8%,5%[57.1 µM]
CC(C(=O)NC1=NCCS1)N1C(=O)c2ccccc2C1=O (configuration not stated),1,7%,0.3,0.0,-9%,5,1,-18%,-5%
Cc1ccc(NC(=S)c2nc3ccccc3[nH]2)cc1,0,5%,-0.6,1.4,-35%,-34,3,-10%,-11%
CCCCCn1c(=O)[nH]c2cc(C(=O)N3CCN(c4ccccc4)CC3)ccc2c1=O,4,2%,-0.4,0.1,1%,/,1,?,1%
CC1CN(C(=S)NC2CCCC2)CC(C)O1 (configuration not stated),-7,-5%,0.5,-0.6,-26%,-2,-1,-7%,-19%
Cc1cc(C(F)(F)F)n(-c2nc(C(=O)N/N=C/c3ccc(F)cc3)cs2)n1,4,3%,-0.2,0.5,-1%,-4,10,-20%,-8%
COc1cc(OC)c(/C=N/NC(=O)COc2cccc3cccnc23)c(OC)c1,6,5%,-1.5,-1.3,3%,-4,-4,-1%,0%
CCOc1ccc(C(=O)NCC(=O)N2CCN(Cc3ccccc3)CC2)cc1,1,1%,/,/,-5%,/,/,-5%,2%
O=C(Cn1cc(C(=O)C2CC2)c2ccccc21)NCc1ccc2c(c1)OCO2,1,3%,-0.7,-0.4,-4%[57.1 µM],11,-18,-16%,11%[57.1 µM]
CC(NC(=O)c1ccccc1)C(=O)NNC(=O)c1ccccc1Cl (configuration not stated),2,-2%,0.6,0.0,17%,-21,-1,-20%,3%
CCC(=O)Oc1ccc(C2N(C(=O)CC)CCN2S(=O)(=O)c2ccc(C)cc2)cc1OC (configuration not stated),3,1%,-1.0,-1.0,8%,18,5,-5%,-3%
Cn1cccc1CNC(=S)Nc1ccccc1F,-7,0%,0.4,-0.3,1%,-1,0,-7%,14%
O=C1NC(=O)C2C3c4ccccc4C(c4ccccc43)C12 (configuration not stated),-1,-1%,-0.3,-0.2,21%,8,-4,-4%,8%
CCOC(=O)CN1C(=O)CN(c2ccc(C)cc2)C1=O,7,1%,1.2,1.0,5%,-9,-5,-19%,-2%
Cc1ccc(OC(=O)c2ccc(Br)o2)cc1,-3,-3%,0.4,-2.4,9%[57.1 µM],4,-5,-5%,-3%
O=C(OCc1nc2ccc(Cl)cc2n1CCO)c1ccccc1C(=O)c1ccccc1,3,6%,-0.2,/,-8%,/,1,-8%,-11%
COC(=O)c1cc(C(=O)Nn2cnnc2)cc([N+](=O)[O-])c1,0,9%,-0.2,/,12%,/,-4,-20%,-2%

# As entered above.
# D2 antagonist with O=C(N/N=C/c1cccc2cccnc12)c1ccccc1O = 7
# TRHR enhancer with CN(C)c1oc(-c2ccc(Cl)cc2)nc1S(=O)(=O)c1ccccc1 = 2
